From PubChem BioAssay
POLH inh: qHTS for Inhibitors of Polymerase Eta | DNA polymerase eta (Homo sapiens), Q9Y253 | recombinant Pol eta, fluorescent DNA replication assay | Potency, µM (highest dose often 114 µM), for inactives: top-dose activity change, negative = inhibition, hits mostly inhibitors | 390,000 compounds, 1.2% hits; also: % is scaled to controls: 0 for no effect and ±100 for the full control effect
Target sequence (Q9Y253 whole entry, looked up): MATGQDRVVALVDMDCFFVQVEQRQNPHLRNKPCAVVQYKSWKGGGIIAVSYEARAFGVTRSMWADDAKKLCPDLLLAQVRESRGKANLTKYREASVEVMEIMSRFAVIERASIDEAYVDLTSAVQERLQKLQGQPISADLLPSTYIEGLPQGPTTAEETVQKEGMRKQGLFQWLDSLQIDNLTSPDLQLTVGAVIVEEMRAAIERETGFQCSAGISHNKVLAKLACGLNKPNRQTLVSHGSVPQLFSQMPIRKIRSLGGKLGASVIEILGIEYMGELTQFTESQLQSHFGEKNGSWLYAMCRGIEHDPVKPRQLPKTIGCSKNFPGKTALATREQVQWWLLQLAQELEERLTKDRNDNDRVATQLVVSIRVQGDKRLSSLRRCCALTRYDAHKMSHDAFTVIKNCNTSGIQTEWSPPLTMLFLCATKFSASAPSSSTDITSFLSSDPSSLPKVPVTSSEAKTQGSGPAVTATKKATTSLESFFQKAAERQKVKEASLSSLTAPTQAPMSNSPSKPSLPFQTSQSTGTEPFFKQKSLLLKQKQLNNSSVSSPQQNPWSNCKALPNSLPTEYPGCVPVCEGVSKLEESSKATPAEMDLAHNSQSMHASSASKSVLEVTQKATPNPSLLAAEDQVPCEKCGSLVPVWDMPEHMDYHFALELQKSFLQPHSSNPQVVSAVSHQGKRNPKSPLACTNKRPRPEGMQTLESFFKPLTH
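Pol eta (10 nM) was preincubated with compounds for 15 min at room temperature, after which fluorescent replication substrate (50 nM final) was added to start the reaction. Fluorescence was read kinetically at 0 and 10 min.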
BLM inh: qHTS Assay for Inhibitors of Bloom's syndrome helicase (BLM); recombinant BLM DNA unwinding, fluorescence dequenching; Potency, µM (highest dose often 56.1 µM), inactives show at the top dose activity change, negative = inhibition, most hits filed as inhibitors; RecQ-like DNA helicase BLM (Homo sapiens), P54132; 350,000 compounds, 0.2% hits;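 also: plate controls were vehicle for no effect and no enzyme for full effect; nearly all actives have a fitted effect of over 35% in size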
Pol iota inh: qHTS for Inhibitors of Polymerase Iota; 390,000 compounds, 1% hits; Pol iota fluorescent replication assay, 10 min; Potency, µM (top dose mostly 115 µM), for inactives: at the top dose activity, negative = inhibition, most hits filed as inhibitors; AID 588590, 2011; DNA polymerase iota (Homo sapiens), Q9UNA4
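Fluorescent replication assay read twice, at 0 min and 10 min after adding 50 nM (final) substrate. Enzyme (10 nM) and compounds were first incubated 15 min at room temperature; enzyme-free buffer wells were negative controls.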
BAZ2B inh: qHTS Assay for Inhibitors of BAZ2B; Bromodomain adjacent to zinc finger domain protein 2B (Homo sapiens), Q9UIF8; AlphaScreen BAZ2B-H3K14Ac peptide displacement; Potency, µM (doses to about 114 µM), for the others: top-dose activity change, negative = inhibition, actives largely listed as inhibitors; 360,000 compounds, 4.4% hits; AID 504333, 2011; also: % is scaled to controls: 0 for no effect and ±100 for the full control effect; nearly all actives have a fitted effect of over 60% in size
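BAZ2B 50 nM plus b-H3(5-23)K14Ac 50 nM, PBS pH 7.4/0.01% Tween-20, 30 min RT; compound added (max 110 uM), 30 min RT; streptavidin donor/Ni-chelate acceptor beads 10 ug/mL final, 20 min dark; AlphaScreen read.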
Apoferritin bind: qHTS Assay for Identification of Novel General Anesthetics. Ferritin light chain (Equus caballus), P02791. apoferritin/1-aminoanthracene competitive binding, fluorescence. Potency, µM (top dose mostly 77.5 µM), without a hit: top-dose activity change, negative = displacement, usual class: inhibitors. 350,000 compounds, 0.074% hits. AID 485281, 2010; also: % is scaled to controls: 0 for no effect and ±100 for the full control effect; nearly all actives have a fitted effect of over 20% in size
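Horse-spleen apoferritin (10 uM) in 50% saturated 1-aminoanthracene in PBS was incubated 10 min at room temperature with compound. Fluorescence (ex 380, em 535 nm) was normalized to free and bound 1-AMA, with concentration-response fitted by a four-parameter Hill equation.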
G9a block: qHTS Assay for Inhibitors of Histone Lysine Methyltransferase G9a. Histone-lysine N-methyltransferase EHMT2 (Homo sapiens), Q96KQ7. G9a H3K9 monomethylation, AlphaScreen, 2 h. Potency, µM (titrated, usually from 102 µM), for inactives: at the top dose activity, negative = inhibition, usual class: inhibitors. 350,000 compounds, 8.8% hits; also: % is scaled to controls: 0 for no effect and ±100 for the full control effect; nearly all actives have a fitted effect of over 75% in size
Target sequence (Q96KQ7 913-1193 limits assumed): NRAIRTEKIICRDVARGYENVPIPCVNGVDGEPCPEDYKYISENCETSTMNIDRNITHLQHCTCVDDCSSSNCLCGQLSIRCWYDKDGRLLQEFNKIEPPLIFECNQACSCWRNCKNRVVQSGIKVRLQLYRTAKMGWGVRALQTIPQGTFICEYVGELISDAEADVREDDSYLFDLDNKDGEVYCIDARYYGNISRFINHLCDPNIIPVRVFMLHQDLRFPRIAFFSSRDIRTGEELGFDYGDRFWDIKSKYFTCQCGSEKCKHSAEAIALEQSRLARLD
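G9a (20 nM) preincubated 15 min RT with compounds, then 500 nM biotinylated H3K9 peptide and 20 uM SAM added; 2 h RT reaction. Monomethyl-H3K9 product detected by AlphaScreen with anti-H3K9me1 antibody, streptavidin donor and anti-rabbit IgG acceptor beads.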
POLB inh: qHTS Assay for Inhibitors of DNA Polymerase Beta. 340,000 compounds, 1.3% hits. Pol beta primer extension/strand displacement, fluorescence kinetic. Potency, µM (highest dose often 114 µM), without a hit: at the highest dose activity change, negative = inhibition, usual class: inhibitors. P06746. AID 485314, 2010; also: % is scaled to controls: 0 for no effect and ±100 for the full control effect
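Kinetic readout of DNA synthesis with strand displacement by Pol beta. Compound and 10 nM enzyme sit 15 min at room temperature; 50 nM substrate starts the reaction, read immediately and at 10 min.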
POLK inh: qHTS for Inhibitors of Polymerase Kappa | Potency, µM (titrated, usually from 107 µM), for inactives: top-dose activity, negative = inhibition, most hits filed as inhibitors | purified Pol kappa, fluorescent DNA synthesis assay, 10 min | 400,000 compounds, 0.53% hits | DNA polymerase kappa (Homo sapiens), Q9UBT6 | AID 588579, 2011; also: % is scaled to controls: 0 for no effect and ±100 for the full control effect
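Readout: fluorescence, taken kinetically at 0 and 10 min. Conditions: 10 nM Pol kappa, 15 min RT compound preincubation, 50 nM substrate final. Controls: enzyme-free buffer wells.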
APEX1 inh: qHTS Assay for Inhibitors of the Human Apurinic/apyrimidinic Endonuclease 1 (APE1). Potency, µM (highest dose often 65.8 µM), without a hit: top-dose activity change, negative = inhibition, most hits filed as inhibitors. 350,000 compounds, 0.35% hits. DNA repair nuclease/redox regulator APEX1 (Homo sapiens), P27695. recombinant APE1, TAMRA/BHQ-2 abasic DNA cleavage fluorescence;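 also: plate controls were vehicle for no effect and reference inhibitor for full effect; nearly all actives have a fitted effect of over 55% in size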
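APE1 at 0.75 nM preincubated 15 min at room temperature with compound. Reaction then started with 50 nM double-stranded THF-abasic substrate labelled with TAMRA/BHQ-2, and 525/598 nm fluorescence read kinetically. Activity taken as third-minus-first read difference, normalized to DMSO and NSC13755 controls.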
* hit, by the source's call; ? = inconclusive; nt = no result given; & = joins results of further samples; [ ] = another dose, or the depositor's remark. Calls follow the shape of the dose curve; as a rule, active = well fitted curve in the direction sought with a large enough effect; inconclusive = small, poorly fitted or top-dose-only effect, or another doubt; inactive = no such curve, though single readings can be large; an effect the other way counts as inactive or inconclusive. Potency is read from the fitted curve at half-maximal effect. Some of the compounds tested, so the mix of outcomes need not match the whole.

Sample of the layout, 8 compounds:
Under each structure: POLH inh	BLM inh	Pol iota inh	BAZ2B inh	Apoferritin bind	G9a block	POLB inh	POLK inh	APEX1 inh
- Cn1c(CNc2ccccc2)cc(=O)n(C)c1=O
 : -3%	0%	15%	24%	-19%	-6%[59 µM]	33%	0%	-1%
- Cc1ccc2c(CC(=O)OCC(=O)Nc3ccc(Cl)cn3)coc2c1
 : -8%	-10%	74%[activator]	-37%	-11%	?	-28%	-4%	12%
- COc1ccc(S(=O)(=O)N=C2C=C(C)C(=O)C(C)=C2)cc1
 : 2%	-2%	13%	7%	?	-28%[59 µM]	23%	-9%	-3%
- COCCCNC(=S)N1CCCN(c2nc3cc(C)ccc3cc2C#N)CC1
 : -16%	-4%	73%[activator]	18%	-1%	60%[activator]	4%	-5%	-3%
- O=C(NC1(C(F)(F)F)NC(=O)N(C2CCCC2)C1=O)C1CC1 (stereo unspecified)
 : -11%	-2%	-3%	-4%	-3%	4%[59 µM]	-17%	-3%	-2%
- Cc1cc(CN2CCC(n3nccc3NC(=O)c3ccccc3Cl)CC2)cc(C)c1O
 : -16%	2%	14%	-4%	-11%	3%	3%	11%	-4%
- COc1ccc(CCNC(=O)c2ccc3c(c2)OCO3)cc1
 : -14%	1%	5%	7%	-13%	-2%	2%	-13%	-7%
- N#Cc1c(SCC(=O)O)nc(N2CCCCC2)c2c1CCCC2
 : -15%	-1%	8%	3%	-16%	-1%[12.7 µM]	0%	4%	9%

Main list, previewed entries included:
Under each structure: POLH inh	BLM inh	Pol iota inh	BAZ2B inh	Apoferritin bind	G9a block	POLB inh	POLK inh	APEX1 inh
- Cn1c(CNc2ccccc2)cc(=O)n(C)c1=O
 : -3%	0%	15%	24%	-19%	-6%[59 µM]	33%	0%	-1%
- Cc1ccc2c(CC(=O)OCC(=O)Nc3ccc(Cl)cn3)coc2c1
 : -8%	-10%	74%[activator]	-37%	-11%	?	-28%	-4%	12%
- COc1ccc(S(=O)(=O)N=C2C=C(C)C(=O)C(C)=C2)cc1
 : 2%	-2%	13%	7%	?	-28%[59 µM]	23%	-9%	-3%
- COCCCNC(=S)N1CCCN(c2nc3cc(C)ccc3cc2C#N)CC1
 : -16%	-4%	73%[activator]	18%	-1%	60%[activator]	4%	-5%	-3%
- O=C(NC1(C(F)(F)F)NC(=O)N(C2CCCC2)C1=O)C1CC1 (stereo unspecified)
 : -11%	-2%	-3%	-4%	-3%	4%[59 µM]	-17%	-3%	-2%
- Cc1cc(CN2CCC(n3nccc3NC(=O)c3ccccc3Cl)CC2)cc(C)c1O
 : -16%	2%	14%	-4%	-11%	3%	3%	11%	-4%
- COc1ccc(CCNC(=O)c2ccc3c(c2)OCO3)cc1
 : -14%	1%	5%	7%	-13%	-2%	2%	-13%	-7%
- N#Cc1c(SCC(=O)O)nc(N2CCCCC2)c2c1CCCC2
 : -15%	-1%	8%	3%	-16%	-1%[12.7 µM]	0%	4%	9%
- COc1cccc(-n2cn[nH]c2=S)c1
 : -19%	1%	11%	4%	-5%	13µM*	9%	-2%	2%
- CCOCCn1ccc2c(OCC(=O)Nc3cc(C)cc(C)c3)cccc2c1=O
 : -22%	-3%	30%[activator]	-12%	-19%	-5%[59 µM]	-16%	-3%[60.1 µM]	nt
- CCC(=O)N1CCc2cc(S(=O)(=O)NCCC(=O)Nc3cc(C)cc(C)c3)ccc21
 : -7%	-6%	24%	14%	-23%	-17%[59 µM]	6%	-18%	-1%
- Oc1ccc2c(c1)C1CCCC1(N1CCOCC1)O2 (stereo unspecified)
 : -11%	-2%	?	?	-9%	8.9µM*	4%	-13%	?
- Cc1cccc(CN2CCN(CC(=O)N3CCCC3)C2=O)c1
 : -2%	2%	12%	8%	-5%	21%	6%	-10%	3%
- CCCCOc1ccc(/C(O)=C2/C(=O)C(=O)N(CCN(C)C)C2c2ccc(O)c(OC)c2)cc1 (stereo unspecified)
 : -2%	-1%	-7%	4%	-9%	?	-13%	-6%	9%
- C=CCN1C(=O)CSC1=Nc1ccc(O)cc1
 : -2%	-1%	22%	3%	-24%	-7%[59 µM]	-1%	-6%	4%
- CCCCn1c(=NC(=O)c2cccnc2)c(C(=O)OCC)cc2c(=O)n3ccccc3nc21
 : 1%	0%	13%	1%	36%[activator]	0%[12.7 µM]	-2%	3%	0%
- COC(=O)C1=CN(CC2CCCO2)C=C(C(=O)OC)C1c1cccc(O)c1 (stereo unspecified)
 : -13%	-2%	67%[activator]	5%	509%[activator]	11%	-14%	3%	-2%
- O=C(NCCc1ccccc1)C1CCN(S(=O)(=O)c2ccc(-c3nn[nH]n3)cc2)CC1
 : -12%	3%	-2%	?	4%	-20%[12.7 µM]	28%	-12%	3%
- CCOCCn1c(CN2CCCCC2)nc2c1c(=O)n(C)c(=O)n2C
 : -8%	0%	-18%	14%	-10%	nt	3%	3%	15%
- Cc1cc(C(=O)COC(=O)c2ccc(N)c([N+](=O)[O-])c2)c(C)n1-c1ccc2c(c1)OCO2
 : -10%	-10%	-5%	-32%	-11%	6%[59 µM]	-2%	-9%	?
- c1ccc(CN(Cc2ccccc2)c2c3c(nc4ncnn24)CCC3)cc1
 : 2%	-2%	21%	-17%	-4%	5%	-1%	-17%	0%
- O=C(CCN1CCN(Cc2ccccc2)CC1)Nc1cccc(Cl)c1
 : -9%	1%	-1%	nt	-20%	-11%[59 µM]	-12%	2%	1%
- Cc1cc(C)nc(SCc2ccc(C(=O)N/N=C/c3cccnc3)cc2)n1
 : nt	-7%	nt	-30%	-20%	?	-1%	nt	9%
- Cc1nc(NC(=O)COC(=O)CCC(=O)c2cccs2)c(Cl)cc1Cl
 : -1%	-3%	3%	-12%	?	1%[59 µM]	1%	-15%	-9%
- CCOc1ccccc1NC(=O)COC(=O)c1cnc(C)cn1
 : -10%	nt	-13%	-5%	nt	2%[2.33 µM]	nt	-8%	33%
- COCC(=O)OCC(=O)Nc1ccc(Cl)cc1[N+](=O)[O-]
 : -14%	2%	38%[activator]	-4%	-4%	3%	-2%	6%	-3%
- C=CCN(C(=O)c1csnn1)C(C(=O)NCc1ccc(F)cc1)c1cccs1 (stereo unspecified)
 : -23%	-4%	0%	-9%	-20%	15%	24%	2%	5%
- O=C(Cn1ncc2c(Cl)cccc21)NCc1cccc(Br)c1
 : 2%	-5%	?	-20%	-7%	-24%[59 µM]	-11%	5%	nt
- CN1C(=O)C2(Nc3ccccc3-c3nc4ccccc4n32)c2ccccc21 (stereo unspecified)
 : -16%	-3%	3%	-10%	-5%	5%	-17%	-15%	-2%
- O=C(O)CCCc1ccc2ccc3cccc4ccc1c2c34
 : -2%	2%	?	-10%	2%	9%[0.501 µM]	1%	-4%	-14%
- CCN(CC)CCCN(Cc1cc2cc3c(cc2[nH]c1=O)OCO3)C(=S)NCCCN(C)C
 : -16%	150%[activator]	6%	4%	-1%	-2%	3%	16%	1%
- Cc1ccc(-n2cc(CNCCc3cscn3)c(-c3ccc(F)cc3)n2)cc1
 : -14%	1%	-2%	-11%	?	-45%	-13%	-11%	3%
- CC(C)NC(=O)c1c(CSc2ccccc2)noc1C(=O)NCc1ccccc1
 : -16%	-12%	-27%	13%	-5%	19%[12.7 µM]	7%	0%	10%
- COc1ccccc1CNC(=O)CCS(=O)(=O)c1ccc2c(c1)CCN2C(C)=O
 : -21%&-5%	-1%&0%	74%&10%[activator]	-4%&-11%	-5%&-7%	24%	10%&8%	-3%&-12%	29%
- Cc1sc2c(c1C)c(=O)n(-c1ccccc1)c1nnc(C)n21
 : -8%	0%	32%[activator]	1%	-13%	?	26%	-6%[60.1 µM]	0%
- CCOCCc1c(O)nc(SCCOc2ccc(C)c(C)c2)[nH]c1=O
 : -21%	-3%	108%[activator]	?	-10%	-7%	6%	-3%	0%
- CCc1ccc(CN(C)C(=O)CCc2nnc(-c3ccc(-c4ccccc4)cc3)o2)nc1
 : -9%	-4%	6%	-20%	-19%	-2%	-10%	-2%	4%
- COc1ccc(OC)c(-c2cc(C(=O)Nc3cc(C)on3)no2)c1
 : 0%	-21%	11%	5%	-1%	-32%[59 µM]	47%	-3%	-8%
- CC(C)(C)C1CCC(OC(=O)c2cncc(Br)c2)CC1 (stereo unspecified)
 : -12%	0%	-20%	nt	-7%	-3%	9%	17%	-3%
- Oc1c(Cl)cc(Cl)c2cccnc12
 : -6%	-7%&-1%	123%[activator]	nt	0%&-10%	40µM*	4%	-7%[60.1 µM]	-3%&2%
- O=C(COc1cccc(C(F)(F)F)c1)Nc1ccc(S(=O)(=O)N2CCCCC2)cc1
 : -6%	nt	12%	-2%	nt	?	nt	-8%	-13%
- Cc1ccc(/C=C/C(=O)NC2CCS(=O)(=O)C2)cc1 (stereo unspecified)
 : -16%	-5%	3%	-10%	-7%	21%[12.7 µM]	3%	-12%	?
- Clc1cccc(OCCCn2ccnc2)c1
 : -17%	0%	36%[activator]	-8%	?	nt	41%	6%	3%
- C=CCNC(N)=S
 : -6%	-4%&3%	16%	?	-1%	1%[12.7 µM]	-4%	0%	3%&-4%
